Assay outcomes: PubChem, Broad Institute
C2C12 statin – suppressors of simvastatin-induced myotoxicity in C2C12 myotubes; ATP luminescence, 48 h; scaled: DMSO 0, geranylgeraniol control 100; rescue of ATP level, % at 7.49 µM; 330,000 tested, 0.78% active;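 active means mean ATP rescue above about 67%, or every replicate alone reaching that limit, limit read from the data, passing the limit was not always enough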;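 further: myotubes were challenged with 10 µM simvastatin during compound exposure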
Cneo AK release – Cryptococcus neoformans lysis via adenylate kinase release; C. neoformans lysis, adenylate kinase release luminescence, 4 h; normalised: neutral wells 0, clomiphene wells 100; lysis activity, % at 15 µM; 360,000 tested, 0.2% active; AID 651654;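 active means mean lysis activity across replicates of at least 80%, whatever share of replicates individually reach that level; inactive means mean lysis activity below 80%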
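Signal: Adenylate kinase release luminescence | Assay system: Log-phase Cryptococcus neoformans yeast cells | Input: Cells at 5 × 10^6 per mL | Buffer or medium: Fresh YPD growth medium | Compound: Single dose | Schedule: Static 4 h at 37 °C with compound, 1 h detection | Controls: Clomiphene | Read-out: Luminescence rise reflecting yeast cell lysis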
esBAF inh – SWI/SNF esBAF complex inhibition; 350,000 tested, 2% active; mouse ES cells, Bmi1-luciferase knock-in reporter, 24 h; 100% = twice the neutral-well signal; reporter increase, % at 12.5 µM; in the data active means activation above about 40%;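 further: 0% = median of the plate's neutral control wells and 100% = double that signal; a rise in the Bmi1 reporter signal indicates esBAF inhibition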
miR-122 sensor – miR-122 inhibition in Huh7 cells | Huh7 miR-122 Renilla luciferase sensor, 48 h; neutral wells = 0, positive control = 100 | activation (reporter increase), % at 12.5 µM | 340,000 tested, 0.3% active;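 active means mean replicate activation score at least 90 and every replicate individually at or above 90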;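 further: higher luciferase means less miR-122 activity so hits act as miR-122 inhibitors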
SIRT5 inh – inhibitors of human sirtuin-5 desuccinylase; Q9NXA8; Purified SirT5, succinyl-peptide AMC, trypsin-coupled fluorescence; inhibition, % at 15 µM; 330,000 tested, 1.1% active; in the data active means inhibition above about 15%
Target sequence (Q9NXA8 whole entry, looked up): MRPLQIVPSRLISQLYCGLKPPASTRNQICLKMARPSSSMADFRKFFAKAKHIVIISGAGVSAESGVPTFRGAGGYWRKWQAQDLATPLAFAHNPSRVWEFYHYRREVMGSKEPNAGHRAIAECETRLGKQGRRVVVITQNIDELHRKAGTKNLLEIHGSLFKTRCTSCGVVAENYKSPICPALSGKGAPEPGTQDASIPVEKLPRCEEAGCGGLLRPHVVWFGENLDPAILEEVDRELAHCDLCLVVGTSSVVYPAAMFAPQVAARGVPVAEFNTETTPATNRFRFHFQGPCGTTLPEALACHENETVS
ARNT-TACC3 inh – disrupts binding between human ARNT and TACC3. Q9Y6A5. AlphaScreen His-ARNT PAS-B/GST-TACC3 binding, luminescence; TACC3 fragment carries E629A point mutation. inhibition, % at 9.99 µM. 390,000 tested, 0.66% active;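 active means mean inhibition of replicates at least 50% and at least half of replicates each reaching 50%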;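 further: 0% = complete ARNT plus TACC3 wells and 100% = ARNT alone without TACC3; many hits fall short of the cut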
ERp5 block – ERp5 (human) disulfide isomerase inhibition; Q15084; inhibition, % at 9.99 µM; 350,000 tested, 0.05% active; ERp5 insulin aggregation, absorbance 650 nm, 90 min;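 active means mean replicate inhibition above about 25%, with every replicate also reaching it, limit read from the data, passing the limit was not always enough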
Target sequence (Q15084 whole entry, looked up): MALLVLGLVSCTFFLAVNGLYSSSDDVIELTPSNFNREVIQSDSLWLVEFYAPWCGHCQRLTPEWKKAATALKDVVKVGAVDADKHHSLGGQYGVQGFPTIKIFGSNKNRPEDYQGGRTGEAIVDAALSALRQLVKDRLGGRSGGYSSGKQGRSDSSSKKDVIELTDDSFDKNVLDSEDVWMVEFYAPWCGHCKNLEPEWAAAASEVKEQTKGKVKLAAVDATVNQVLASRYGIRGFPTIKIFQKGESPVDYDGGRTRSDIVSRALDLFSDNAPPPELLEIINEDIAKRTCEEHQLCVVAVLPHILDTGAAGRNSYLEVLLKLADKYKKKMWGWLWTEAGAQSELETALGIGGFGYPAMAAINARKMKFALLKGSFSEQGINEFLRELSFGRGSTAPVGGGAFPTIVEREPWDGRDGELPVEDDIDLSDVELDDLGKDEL
Starred values were filed as active, the others as inactive; x = no result given; & = joins results of further samples; [ ] = dose if it differs, or a comment.

SMILES	C2C12 statin	Cneo AK release	esBAF inh	miR-122 sensor	SIRT5 inh	ARNT-TACC3 inh	ERp5 block
Cc1ccc(CSCc2ccc(C(=O)O)o2)cc1	1	5	3	-11	-1	-12	0
CC(NC(=O)COC(=O)c1cccs1)c1ccccc1 (configuration not stated)	-3	1	0	-7	-1	38	-2
COc1ccccc1-c1cnc2c(c1)C(=O)N([C@@H](C)CO)C[C@H](C)[C@H](CN(C)CC1CCOCC1)O2	0	0	1	-14[16.7 µM]	-2	-6	2
CC(=O)NC(Cc1ccc(F)cc1)C(=O)NC1CCN(C(=O)Nc2cccc(C)c2)CC1 (configuration not stated)	-4	-1	13	-5	-1	-3	-1
C[C@H]1CN([C@@H](C)CO)S(=O)(=O)c2ccc(-c3cccnc3)cc2O[C@H]1CN(C)C(=O)C1CCCCC1	-4	-1	-2	-7[16.7 µM]	1	6	-8
Cc1nnc(NC(=O)Cc2cccs2)s1	2	1	3	3	x	-1	x
COC(=O)c1c(NC(=O)CSc2nc(-c3ccco3)cc(C(F)(F)F)n2)sc2c1CCCC2	-3	1	-1	x	-4&-5	1	4&0
O=C(CCCN1C(=O)[C@H]2CC=CC[C@H]2C1=O)NCc1nc(-c2ccccc2)no1	4	-2	6	3	-4	-1	-4
CC1=NNC(=O)C1CCC(=O)N/N=C/c1ccc(Cl)cc1Cl (configuration not stated)	x	x	x	x	-10	1	-3
CCC1Sc2ccc(S(=O)(=O)CCC(=O)Nc3c(Cl)cc(OC)cc3OC)cc2NC1=O (configuration not stated)	-25	-16	-2	5	-2	-2	2
CCCn1nc(C(=O)OCC(=O)c2c(N)n(C)c(=O)n(C)c2=O)c2ccccc2c1=O	x	x	x	x	-1	36	2
O=C(Cn1cc(-c2nnnn2-c2ccc(Cl)cc2)c(=O)c2ccccc21)c1ccccc1	21	-1	2	-6	x	-5	x
COc1ccc(NC(=O)Nc2ccc3c(c2)C(=O)N([C@H](C)CO)C[C@H](C)[C@@H](CN(C)C(=O)Nc2ccc(C(F)(F)F)cc2)O3)cc1	55&2	-3&-1	3&11	-2[16.7 µM]	1	1	2&3
CCN(CC)S(=O)(=O)c1cccc(NC(=O)/C=C/c2ccc([N+](=O)[O-])cc2)c1	31	-1	18	-2	x	x	x
O=C(NCc1ccc(F)cc1)[C@H]1[C@H](CO)[C@H]2Cn3c(cccc3=O)[C@@H]1N2C(=O)c1cnccn1	-4	3	5	5[16.7 µM]	-3	-5	-6
O=C(Nc1ccc(CN2CCOCC2)cc1)c1ccc(-c2cccc([N+](=O)[O-])c2)o1	-2	-1	3	-9	-2	-33	0
COCC(=O)Nc1ccccc1C#N	x	0	x	0	x	1	x
Cc1cc(C(=O)Nc2cccc3c2O[C@@H](CN(C)Cc2ccc(C(=O)Nc4ccccc4N)cc2)[C@@H](C)CN([C@H](C)CO)C3=O)n(C)n1	11	-4	-9	18[16.7 µM]	2	4	-1
CCc1cccc(C)c1NC(=O)CCCN1C(=O)NC(C)(C)C1=O	-3	0	-12	-8	1	-1	x
COc1c(Br)cc([N+](=O)[O-])c(OC)c1C(=O)NC(=O)Nc1nc(C)cc(C)n1	8	x	-1	0	2	-7	6
Cc1ccc(C(=O)CC(=O)c2cccc(F)c2)c(O)c1	2	-2	46*	4	x	0	x
C[C@H](CO)N1C[C@H](C)[C@@H](CN(C)Cc2cccc(F)c2)Oc2ncc(C3=CCCC3)cc2C1=O	14	23	-4	-9[16.7 µM]	9	5	0
O=C(Nc1nccs1)[C@H]1[C@H](CO)[C@H]2Cn3c(cccc3=O)[C@H]2N1C(=O)C1CC1	0	-4	-8	x	-10	-2	1
Cc1cc(C(=O)NCC2CCCCC2)ccc1[N+](=O)[O-]	-3	-2	20	7	22*	-1	0
O=C(COc1ccc(Cl)cc1Cl)N/N=C/C1CC=CCC1 (configuration not stated)	-6	2	3	-1	1	-4	7

Individual results from above:
Entry for COCC(=O)Nc1ccccc1C#N in Cneo AK release: 0
Entry for CCC1Sc2ccc(S(=O)(=O)CCC(=O)Nc3c(Cl)cc(OC)cc3OC)cc2NC1=O (configuration not stated) in Cneo AK release: -16

Carrying on:
SMILES	C2C12 statin	Cneo AK release	esBAF inh	miR-122 sensor	SIRT5 inh	ARNT-TACC3 inh	ERp5 block
O=C(CSCc1ccccc1)Nc1ccc(S(=O)(=O)Nc2ncccn2)cc1	14	4	3	17	-6	x	7
CC(C)C#Cc1ccc([C@H]2[C@@H](C#N)N(C(=O)c3ccccn3)[C@@H]2CO)cc1	-7	51	4	x	2	-16	5
CCOC(=O)/C(C#N)=C/c1cc2ccccc2nc1Cl	41	-1	-6	-2	0	2	0
C[C@@H]1CN([C@H](C)CO)S(=O)(=O)c2ccc(-c3cncnc3)cc2O[C@@H]1CN(C)C(=O)C1CC1	10	x	9	22[16.7 µM]	x	x	x
O=C(C#Cc1ccccc1)c1ccco1	-728	0	-84	-12	-2	-6	2
O=C(CSc1nnc(NC(=O)c2c(F)cccc2F)s1)NCc1ccco1	x	-3	x	x	0	2	-1
NC(=O)NC(=O)CC1S/C(=N/N=C/c2ccccc2)NC1=O (configuration not stated)	-3	-1	-5	4	-4	20	1
CN(C(=O)CSc1nnc(-c2ccc(OC(F)F)cc2)n1N)C1CCS(=O)(=O)C1 (configuration not stated)	-2	x	2	-1	-1	1	0
O=C(O)C(Cc1c[nH]c2ccccc12)N1CCS(=O)(=O)CC1 (configuration not stated)	x	x	x	x	0	-7	-7
Cc1cccc(NS(=O)(=O)c2coc(C(N)=O)c2)c1C	-1	-1	8	-6	0	x	0
CO[C@H](CN(C)S(=O)(=O)c1cn(C)cn1)[C@H](C)CN(C(=O)Nc1ccc(F)cc1)[C@H](C)CO	5	4	7	x	10	23	0
NS(=O)(=O)c1ccc(CNC(=S)NC2CC2)cc1	x	x	x	x	-3	0	1
C[C@@H]1CN([C@H](C)CO)S(=O)(=O)c2ccc(C#Cc3ccccc3)cc2O[C@H]1CN(C)S(=O)(=O)c1ccccc1F	-55	-2	3	0[16.7 µM]	-1	0	-5
C[C@@H]1CN([C@H](C)CO)C(=O)c2cccc(NC(=O)Nc3ccc(F)cc3)c2O[C@@H]1CN(C)Cc1ccc(C(F)(F)F)cc1	-35	42	-5	2[16.7 µM]	0	-2	1
COc1cccc(C2=NOC(C(=O)NCc3cccnc3)C2)c1 (configuration not stated)	-16	-1	-4	x	-2	-9	-9
CCOCCCN1CN(Cc2ccccc2)CNC1=S	x	-2	x	-1	x	-2	x
Cc1noc(C)c1NC(=O)N[C@@H]1CC[C@@H](CCNC(=O)C2CCC2)O[C@H]1CO	4	-1	-1	x	3	-6	-9
CC(C)CC1Nc2ncnc(N3CCN(c4ccccn4)CC3)c2N(Cc2ccc(Br)cc2)C1=O (configuration not stated)	4&14	1&0	5&4	6	-1	-10	8
C[C@@H]1CN([C@H](C)CO)C(=O)c2cc(NC(=O)Cc3ccccc3)ccc2O[C@@H]1CN(C)S(C)(=O)=O	-6	-40	2	3[16.7 µM]	-2	-1	-2
COc1cccc(C2OC(=O)c3ccccc3N2C(C)=O)c1OC(C)=O (configuration not stated)	-5	0	10	0	x	-10	x
Cc1cccc(NS(=O)(=O)c2ccc(C(=O)N3CCN(c4ccccc4O)CC3)cc2)c1C	-3	2	6	x	0	-2	-1
Cc1ccc(S(=O)(=O)N(C)C[C@@H]2OCc3ccccc3-c3ccccc3C(=O)N([C@@H](C)CO)C[C@H]2C)cc1	x	-1	-5	x	2	9	1
Cc1cc(C)nc(NC(=O)CSc2nc3ccccc3o2)n1	-6	1	28	-2	x	-16	x
O=C(NS(=O)(=O)c1ccc(Cl)cc1)c1ccccc1	-2	1	-1	8	x	-1	3
CCCNC(=O)COCc1cc(-c2ccc3c(c2)OCO3)on1	1	5	22	17	4	1	-1
Next part
SMILES	C2C12 statin	Cneo AK release	esBAF inh	miR-122 sensor	SIRT5 inh	ARNT-TACC3 inh	ERp5 block
CC1(c2nnc(-c3ccncc3)o2)CC(c2ccccc2)=NO1 (configuration not stated)	8	4	-5	x	x	-4	-1
C[C@@H]1CN([C@H](C)CO)S(=O)(=O)c2ccc(-c3cccc(F)c3)cc2O[C@@H]1CN(C)S(=O)(=O)c1ccc(F)cc1	-54	-3	13	9[16.7 µM]	20*	-4	0
CC1CCCC(C)N1C(=O)COC(=O)c1ccc(Br)o1 (configuration not stated)	-3	2	3	x	-2	x	8
Nc1nc2ncc(CNc3ccc(C(=O)N[C@@H](CCC(=O)O)C(=O)O)cc3)nc2c(=O)[nH]1	15	5	-2	-6	x	x	4
O=C(COc1ccc(S(=O)(=O)NC2CCCCC2)cc1)NC1CCCC1	6	0	5	245*	-2	3	1
CN(Cc1ccc(Cl)cc1)C(=O)CCl	10	1	1	-8	-6	4	2
O=C(CSc1nc2ccccc2c(=O)n1-c1ccc(F)cc1F)Nc1ccc(N2CCOCC2)cc1	x	-5	x	2	-1	1	-3
O=C(CCc1nnc2ccc(NCc3ccccc3Cl)nn12)NC1CCCC1	3	2	-3	-1	-1	-3	-4
C[C@@H]1CN([C@H](C)CO)S(=O)(=O)c2ccc(C#CC(C)(C)O)cc2O[C@H]1CN(C)Cc1ccncc1	-52	-3	4	-4[16.7 µM]	0	-3	2
CN(C)CCCNC(=O)c1cccc(-c2cnc3cccnn23)c1	11	17	-1	3	x	x	-4
CCCCC(c1nnnn1C1CCCC1)N1CCN(C(=O)c2ccco2)CC1 (configuration not stated)	18	1	2	8	x	0	x
O=c1[nH]c(=O)n(Cc2ccccc2)c2c1CCC2	-3	25	0	3	1	-24	-4
COc1ccc(C(=O)c2cc3c(cc2[N+](=O)[O-])OCCO3)cc1	7	x	6	1	5	-10	3
O=C(NCc1ccc(Cl)cc1)NCC(F)(F)F	-3	2	-5	-4	x	-13	x
C[C@@H]1CN([C@@H](C)CO)C(=O)c2cc(NC(=O)Cc3ccccc3)ccc2O[C@@H](C)CCCCO[C@H]1CN(C)C(=O)c1ccccc1	x	2	1	-7[16.7 µM]	0	-13	2

Molecules shown so far containing two or more sulfur atoms, in the order listed:
SMILES	C2C12 statin	Cneo AK release	esBAF inh	miR-122 sensor	SIRT5 inh	ARNT-TACC3 inh	ERp5 block
Cc1nnc(NC(=O)Cc2cccs2)s1	2	1	3	3	x	-1	x
COC(=O)c1c(NC(=O)CSc2nc(-c3ccco3)cc(C(F)(F)F)n2)sc2c1CCCC2	-3	1	-1	x	-4&-5	1	4&0
CCC1Sc2ccc(S(=O)(=O)CCC(=O)Nc3c(Cl)cc(OC)cc3OC)cc2NC1=O (configuration not stated)	-25	-16	-2	5	-2	-2	2
O=C(CSCc1ccccc1)Nc1ccc(S(=O)(=O)Nc2ncccn2)cc1	14	4	3	17	-6	x	7
O=C(CSc1nnc(NC(=O)c2c(F)cccc2F)s1)NCc1ccco1	x	-3	x	x	0	2	-1
CN(C(=O)CSc1nnc(-c2ccc(OC(F)F)cc2)n1N)C1CCS(=O)(=O)C1 (configuration not stated)	-2	x	2	-1	-1	1	0
NS(=O)(=O)c1ccc(CNC(=S)NC2CC2)cc1	x	x	x	x	-3	0	1
C[C@@H]1CN([C@H](C)CO)S(=O)(=O)c2ccc(C#Cc3ccccc3)cc2O[C@H]1CN(C)S(=O)(=O)c1ccccc1F	-55	-2	3	0[16.7 µM]	-1	0	-5
C[C@@H]1CN([C@H](C)CO)S(=O)(=O)c2ccc(-c3cccc(F)c3)cc2O[C@@H]1CN(C)S(=O)(=O)c1ccc(F)cc1	-54	-3	13	9[16.7 µM]	20*	-4	0

Compounds as they come; any-hit rate near 4%.
